RAM network inh – blocks the yeast RAM network. S. cerevisiae dse1pr::URA3 reporter, 5-FOA growth OD615, 2 d; analog-sensitive cbk1-as2 kinase mutant strain. inhibition, % at 50 µM. actives 1.8% (n = 190,000). AID 868;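 active means inhibition above a set limit, 3 SD over mean compound inhibition, cut at about 8.4% in these data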;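 further: 0% = DMSO-only wells with no growth and 100% = 10 µM 1-NA-PP1 full growth; inhibition rescues growth on 5-FOA so higher OD means more RAM inhibition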
TNAP inh noacc – inhibitors of human TNAP without phosphate acceptor; actives 0.26% (n = 200,000); P05186; purified TNAP, CDP-star luminescence, 30 min; AID 1012; inhibition, % at 20 µM;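 active means tissue-nonspecific alkaline phosphatase inhibition above about 50% at 20 µM in the single-dose screen, limit read from the data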;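 further: 0% = DMSO negative control and 100% = EDTA positive control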
Target sequence (P05186 whole entry, looked up): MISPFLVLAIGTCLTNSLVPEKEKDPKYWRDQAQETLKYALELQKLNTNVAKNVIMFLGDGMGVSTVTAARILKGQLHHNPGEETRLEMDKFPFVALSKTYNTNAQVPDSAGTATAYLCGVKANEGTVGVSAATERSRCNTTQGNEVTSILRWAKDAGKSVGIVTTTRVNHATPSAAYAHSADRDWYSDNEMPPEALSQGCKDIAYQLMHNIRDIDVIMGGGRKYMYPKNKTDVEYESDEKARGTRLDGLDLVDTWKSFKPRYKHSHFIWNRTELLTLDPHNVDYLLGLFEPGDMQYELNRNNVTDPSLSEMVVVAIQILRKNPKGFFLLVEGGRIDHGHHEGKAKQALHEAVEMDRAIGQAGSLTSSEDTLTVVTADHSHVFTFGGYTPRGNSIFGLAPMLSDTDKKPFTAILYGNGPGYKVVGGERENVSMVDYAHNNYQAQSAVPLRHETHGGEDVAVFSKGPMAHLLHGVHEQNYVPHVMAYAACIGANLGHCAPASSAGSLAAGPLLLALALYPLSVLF
Redox H2O2 prof – compounds producing H2O2 with reducing agent – biochemical, NIH compound library profiling, artefact control for MLSCN library redox annotation, primary screen. DTT-dependent redox cycling H2O2, phenol red/HRP absorbance; 100% = 100 µM peroxide control, 0% = buffer. activation, % at 10 µM. actives 0.03% (n = 200,000);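 active means activation of at least 50% relative to the plate's high and low controls in the primary single-dose screen; inactive means activation below 50%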;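 further: compound incubated with DTT at 0.8 mM final as the reducing agent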
TNAP inh hiacc – blocks human TNAP under high phosphate acceptor concentration; purified TNAP, CDP-star luminescence, 1 M DEA; inhibition, % at 20 µM; actives 0.03% (n = 200,000);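 active means over 50% inhibition of tissue-nonspecific alkaline phosphatase at 20 µM in the single-dose screen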;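 further: plate controls were DMSO wells for no effect and EDTA-quenched wells as full inhibition for full effect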
Hsp70 act – switches on Hsp70 transcription. HeLa Hsp70 promoter luciferase reporter, luminescence; scaled: vehicle 0, proteasome-inhibitor control 100%. actives 0.04% (n = 200,000). activation, % at 10 µM. AID 1203;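 active means activation above the mean across all tested compounds plus 3 SD, cutoff set per campaign, cut at about 5.5% in these data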;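 further: 100% = MG132 at 30 µM as the positive control and 0% = DMSO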
Lmaj promast – Leishmania major promastigote growth inhibition | Leishmania major promastigotes, resazurin fluorescence viability | inhibition, % at 10 µM | actives 9% (n = 200,000); in the data active means inhibition above about 50%;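 further: promastigotes grown with compound for 44 hours at 28 °C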
S1P3 antag – S1P3 (human) receptor antagonism; CHO S1P3 NFAT-BLA reporter, FRET fluorescence, antagonist mode; inhibition, % at 4.98 µM; actives 0.27% (n = 170,000); AID 485;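 active means inhibition above the plate cutoff, the mean inhibition of test wells on that plate plus 3 SD, cut at about 28% in these data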;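 further: cells challenged with S1P at its EC80 of 0.8 µM; blue over green emission ratio from cleaved BLA substrate after 4 h stimulation; 0% = S1P-stimulated wells and 100% = unstimulated DMSO-only wells; some compounds past the cut are filed as inactive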
PMI act hi M6P – increases human PMI activity with near-saturating mannose 6-phosphate; P34949; coupled PMI enzyme assay, resazurin fluorescence, 20 min; stronger effect = higher value; 1 = untreated enzyme, 0 = substrate-free blank; activation factor at 20 µM; actives 0.34% (n = 190,000);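 active means activation factor of 2 or more at 20 µM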
Target sequence (P34949 whole entry, looked up): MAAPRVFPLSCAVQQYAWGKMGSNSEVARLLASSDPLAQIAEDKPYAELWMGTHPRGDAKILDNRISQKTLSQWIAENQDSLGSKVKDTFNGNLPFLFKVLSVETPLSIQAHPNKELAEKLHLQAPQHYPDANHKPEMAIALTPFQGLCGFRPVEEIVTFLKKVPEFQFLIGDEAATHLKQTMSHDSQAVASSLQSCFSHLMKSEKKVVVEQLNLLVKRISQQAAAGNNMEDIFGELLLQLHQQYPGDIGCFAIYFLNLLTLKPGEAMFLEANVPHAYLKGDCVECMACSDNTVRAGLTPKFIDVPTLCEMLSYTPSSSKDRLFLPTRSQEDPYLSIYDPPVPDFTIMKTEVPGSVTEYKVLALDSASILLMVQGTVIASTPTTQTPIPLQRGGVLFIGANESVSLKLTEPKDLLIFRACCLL
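Test system: human phosphomannose isomerase with PGI, G6PDH, diaphorase coupling enzymes; Amount: PMI at 15 ng/mL final; Reagent: Mannose-6-phosphate 1.0 mM (near-saturating) plus 0.22 mM NADP+; Timing: 20 min, room temperature; Technique: resorufin fluorescence at Ex 544/Em 590 nm; Dosing: 20 µM single dose.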
PMI activator – increases human mannose-6-phosphate isomerase activity | actives 0.005% (n = 190,000) | activation factor at 20 µM | AID 1214 | purified human PMI, coupled resazurin fluorescence, 20 min; stronger effect = higher value; 1 = vehicle control, 0 substrate-free wells;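 active means activation factor of 2 or more at 20 µM, relative to plate controls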
Efa HMGR inh – inhibitors of class II HMG-CoA reductase from Enterococcus faecalis. purified E. faecalis HMGR, NADPH absorbance 340 nm kinetic. inhibition, % at 10 µM. actives 0.41% (n = 190,000). AID 1066;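 active means inhibition above a set limit, the median over all tested compounds plus 3 SD, cut at about 9.5% in these data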;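 further: enzyme runs in reverse so mevalonate oxidation gives rising NADPH absorbance; 0% = complete reaction with DMSO and 100% = background rate lacking mevalonate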
An asterisk follows results filed as active; . = not tested or not shown.

SMILES	RAM network inh	TNAP inh noacc	Redox H2O2 prof	TNAP inh hiacc	Hsp70 act	Lmaj promast	S1P3 antag	PMI act hi M6P	PMI activator	Efa HMGR inh
O=C(NCc1n[nH]c(=S)n1-c1ccccc1)c1ccco1	2.6	-5	1.6	1	-0.2	0	-47	1	1	6
COc1ccc(S(=O)(=O)NCc2csc(-c3cccnc3)n2)cc1	1.1	3	-2.7	-4	-0.3	0	.	0.9	0.9	-10
CCOC(=O)N1CCC(n2c(SCC(=O)NCCc3ccc(S(N)(=O)=O)cc3)nc3ccccc3c2=O)CC1	0.9	0	0.7	5	-0.3	23	-5	1.1	1.2	-9
O=C(Cc1ccccc1)Nc1nnc(-c2cccs2)s1	1.2	-16	2.1	-7	-0.1	-4	5	0.9	0.9	-5
CC(CCc1ccccc1)NC(=O)CN1CCc2ccccc2C1 (stereo unspecified)	1.5	-6	-1.8	1	-0.1	12	21	1	1	1
COc1ccc(S(=O)(=O)N2CCN(Cc3c[nH]c4ccccc34)CC2)cc1	-0.1	-10	-0.3	-4	-0.2	-4	2	1	0.9	-1
CC1CN(C(=S)Nc2ccccc2)N(c2ccccc2)C1 (stereo unspecified)	-0.8	-9	-0.4	-6	-0.2	9	8	1	1.1	-6
COc1ccc(NC(=O)N2CCn3c2nc2ccccc23)cc1	1.3	-2	2.6	-4	0.2	-4	-25	1	1	-2
Brc1ccc(-n2cc(-c3ccccc3)c3c(NN4CCOCC4)ncnc32)cc1	-0.4	-5	0.1	-4	-0.3	28	7	0.9	0.9	4
COc1ccc2nc(N/C(N)=N/C(=S)Nc3cccc(C)c3)nc(C)c2c1	4.0	-5	1.1	1	-0.2	-3	.	1	1	-4
O=C(CSCc1ccc(Cl)cc1)Nc1cccc(C(=O)Nc2ccccc2C(=O)O)c1	14*	-13	2.2	3	-0.2	-10	.	0.9	0.8	3
CCCNC(=O)CCc1c(C)nc2nc(-c3cc(OC)cc(OC)c3)nn2c1C	0.3	-10	0.0	0	-0.5	-1	.	1.1	1.1	-4
Cc1c(C(=O)Nc2ccc(S(N)(=O)=O)cc2)oc2ccc(Cl)cc12	5.7	-13	-0.1	-8	-0.1	-4	7	1	0.9	-4
COc1ccc(C(=O)CSc2nn3c(=O)c(C(C)(C)C)nnc3s2)cc1	4.8	-6	0.4	-1	0.1	11	6	0.9	0.8	-5
CCCn1c(N)c(C(=O)CSc2nc3ccccc3n2CCC#N)c(=O)n(C)c1=O	2.1	-12	1.8	-5	0.1	-8	-19	1	1	3
Cc1ccc(S(=O)(=O)Nc2nc(C)c(NC(=O)OCCCl)s2)cc1	-0.7	-8	-0.6	-2	-0.4	-6	.	1.1	1.1	-2
Cc1nn(-c2ccccc2)c(C)c1C(=O)NCc1cccs1	-1.5	-8	0.0	-4	-0.4	30	3	1.1	1.1	1
O=C(c1ccc2c(c1)OCO2)N1CCN(c2ccc(Cl)cc2)CC1	1.1	-10	-0.1	-3	0.2	21	-3	0.9	0.9	-3
CCOC(=O)c1sc(NS(=O)(=O)c2ccccc2)nc1C	0.9	-3	3.5	1	1.3	-9	.	0.9	1	3
CC1(C)N(O)CC(c2cccs2)=[N+]1[O-]	0.0	-8	-1.6	3	-0.3	-5	-22	1.2	1	4
CSC1=NC2(CCCCC2)CC12C=CC(=O)C=C2	1.2	-8	-0.6	-4	0.1	0	-10	1.2	1.4	4
Cc1ccc(C(=O)NCCc2ccc(F)cc2)s1	-0.1	-5	0.1	0	-0.3	-4	-13	0.9	1.1	1
O=C(NC1CCCCCC1)C1CCC(CNS(=O)(=O)c2ccc(Br)s2)CC1 (stereo unspecified)	4.9	-12	0.3	-2	0.1	5	-6	1.1	1.1	-3
CCCCn1c(SCC(N)=O)nc2c(sc3ccccc32)c1=O	1.3	-6	0.7	-1	-0.2	8	.	0.9	0.9	0
CC1CCCCC1NC(=O)C1CCN(S(=O)(=O)c2ccc(-n3cnnn3)cc2)CC1 (stereo unspecified)	5.7	-2	0.4	-6	-0.3	4	.	0.9	0.8	0
COc1ccc(CNC(=O)c2cnc(C)cn2)c(OC)c1	0.4	-4	2.0	-9	0.0	0	-3	1	1	-10
Cc1ccc(-c2cc(N)n(Cc3ccc(Cl)cc3)n2)cc1	1.0	-1	-7.6	4	-0.2	87*	.	1	0.9	1
CC(=O)N1c2ccccc2C(C)CC12CCCCC2 (stereo unspecified)	-1.3	-10	0.6	-2	-0.3	2	10	0.9	0.9	4
Cc1ccc(NC(=O)C2SC(=Nc3ccccc3)C(C(=O)Nc3ccc(Cl)cc3)=C2N)cc1 (stereo unspecified)	6.7	-17	-0.2	-2	-0.3	-6	8	1.1	1.2	-3
CCOCCCNC(=O)C1CCN(S(=O)(=O)N2CCCC2)CC1	-0.3	-10	-0.2	-1	-0.2	-6	-16	1	1.1	2
CCOC(=O)Cc1cnc(NC(=O)CSc2nc3ncnc(N)c3[nH]2)s1	3.5	-57	0.0	-3	-0.3	-3	-7	0.9	1	1
COc1ccc(N2CCN(C(CNC(=O)C3CCCCC3)c3cccnc3)CC2)cc1 (stereo unspecified)	0.4	-8	-0.3	2	-0.3	87*	-6	1	1	0
CC(=O)/C(C(=N)N1CCN(c2cccc(Cl)c2)CC1)=C(\C)O	0.9	-8	0.5	-8	-0.4	-2	-12	1	1	-2
Cc1c(Br)c([N+](=O)[O-])nn1CC(=O)N1CCN(Cc2ccccc2)CC1	0.7	-4	0.0	-1	-0.2	1	-13	.	.	0
NS(=O)(=O)c1ccc(S(=O)(=O)NCCc2ccccc2)cc1	0.0	-9	0.9	-4	0.4	-6	26	1.1	1	1
O=C(COc1ccc(Cl)cc1)NCc1nnc2c3ccccc3c(-c3ccccc3)nn12	2.1	6	2.1	-2	-0.4	-5	-10	1.1	0.9	-5
CCn1c(C)nc2cc(C(=O)OC)ccc21	0.5	-7	-0.2	-2	-0.1	-3	-7	.	.	-3
Cn1c(=O)[nH]c(=O)c2c1nc(NCCc1ccccc1)n2CC(O)COc1ccccc1 (stereo unspecified)	3.3	-5	0.7	-4	-0.1	4	-41	1	1	0
COCCn1c(C)cc(C(=O)Cn2nc(C(=O)O)c3ccccc3c2=O)c1C	4.3	-5	0.1	-5	-0.3	-5	-4	1	1	-2
CC(NC(=O)c1nn(C)c(=O)c2ccccc12)c1ccccc1 (stereo unspecified)	2.1	-5	0.8	-1	0.0	-1	-6	0.9	0.9	2
CN1CCN(CC(=O)NC2CCCCC2)CC1	2.4	-12	0.4	2	-0.2	0	.	1.1	1.1	-3
O=C(Nc1cc2c3c(c1)C1CCCC1CN3CC1CCCC21)c1ccc([N+](=O)[O-])cc1 (stereo unspecified)	1.2	3	-0.1	3	0.0	26	.	0.9	0.8	-6
CN(CC(=O)OCC(=O)Nc1ccccc1)S(=O)(=O)c1ccc(Cl)cc1	1.5	-7	0.5	-4	-0.3	0	.	0.9	0.9	0
CCCS(=O)(=O)c1c(S(=O)(=O)CCC)c2c3ccccc3ccn2c1C(N)=O	0.0	-22	1.7	-9	0.0	15	-5	1.1	1	-10
NNC(=O)c1cc2c(ccc3ccccc32)o1	0.8	-12	-0.1	-8	-0.2	-9	-16	0.9	1	-2
Cc1sc2nc(CN(C(=O)c3cccs3)C3CCCC3)[nH]c(=O)c2c1C	1.7	-9	1.6	-8	-0.3	20	-8	0.9	1	-1
Cc1ccc(S(=O)(=O)N2CCN(C(=O)c3ccccc3)CC2)cc1	0.3	-3	0.1	-4	-0.2	2	.	1	1	0
Cc1cccnc1NC(=O)c1ccc2nc(N)sc2c1	0.7	-13	0.2	3	-0.1	1	.	1	1	0
Cc1cc(C)c2nc(N3CCCC3)c(C#N)cc2c1	1.1	-30	2.9	-16	-0.4	-2	13	1.3	1.3	-1
CCC(c1c(C)n(C)n(-c2ccccc2)c1=O)c1c(C)n(C)n(-c2ccccc2)c1=O	-0.3	-12	-0.2	-2	-0.4	1	.	1.1	1	-9
Cc1cccc(NC(=O)NNC(=O)c2cc3ccccc3cc2O)c1C	1.4	-91	-0.8	1	-0.4	9	6	0.7	0.6	-1
COC(=O)C(Cc1ccc(O)cc1)NC(=O)CCC(=O)Nc1ccc(S(N)(=O)=O)cc1 (stereo unspecified)	0.1	-12	0.7	-4	0.3	-4	3	1	1.1	-3
COCCn1c(SCC(=O)N2CCc3ccccc3C2)nc2ccccc2c1=O	1.1	-5	-0.2	-5	-0.4	7	-7	0.9	0.9	-4
O=C(CSc1ccccn1)N1CCOCC1	-0.3	-12	-0.2	-7	-0.1	-7	10	1.1	1.1	-1
CCC(C)NCC(O)(c1ccc(Cl)cc1)c1ccc(Cl)cc1 (stereo unspecified)	0.6	3	14	-6	-0.1	24	-6	1	1.1	-5
N#C/C(=C\c1cc(Cl)ccc1O)C(=O)NC1CCCCC1	2.5	7	-0.1	-3	0.0	9	.	0.9	0.9	1
CCCC(=O)Nc1cc(=O)n(C)c(=O)n1C	0.3	-10	-0.9	-4	-0.3	-2	-27	0.9	0.8	-1
Nc1ccc(C(=O)c2ccc3c(c2)OCCO3)cc1N	.	.	0.4	.	-0.3	46	-16	.	.	.
Cc1cc(NC(=O)c2cc(-c3ccc4c(c3)OCO4)on2)n(-c2ccccc2)n1	1.7	-12	-0.1	-4	-0.1	13	-20	1.1	1	-1
CC(Cl)C(=O)NNc1cccc(Cl)n1 (stereo unspecified)	0.6	-8	-12	-5	-0.5	-8	.	0.8	0.8	-3

Shown as a hit in RAM network inh (from the list above):
SMILES | RAM network inh | TNAP inh noacc | Redox H2O2 prof | TNAP inh hiacc | Hsp70 act | S1P3 antag | PMI act hi M6P | PMI activator | Efa HMGR inh
O=C(CSCc1ccc(Cl)cc1)Nc1cccc(C(=O)Nc2ccccc2C(=O)O)c1 | 14* | -13 | 2.2 | 3 | -0.2 | . | 0.9 | 0.8 | 3

Further structures.
SMILES	RAM network inh	TNAP inh noacc	Redox H2O2 prof	TNAP inh hiacc	Hsp70 act	Lmaj promast	S1P3 antag	PMI act hi M6P	PMI activator	Efa HMGR inh
O=C(O)c1cc(S(=O)(=O)O)ccc1O	0.2	-11	0.3	0	-0.3	-10	-14	0.9	0.9	-2
CCOC(=O)C1=C(C)N=C(/N=C/N(C)C)SC1c1ccccc1 (stereo unspecified)	-0.8	-1	0.6	-11	-0.2	8	-21	1	1	-3
CC(C)c1ccc(N2CCN(C(=O)c3ccccc3NC(=O)/C=C(\C(=O)O)c3ccccc3)CC2)cc1	1.2	-5	-0.3	-5	-0.1	100*	.	1	0.9	1
O=C(c1ccccc1-c1ccccc1)N1CCCC1	1.2	2	0.6	-1	0.0	1	-6	1	1	-5
COc1ccccc1CNN	1.5	-5	0.9	1	-0.2	-4	-8	2.2*	1.6	5
CC(C)[C@H](NC(=O)Nc1ccc(S(N)(=O)=O)cc1)C(=O)O	0.7	-4	-0.7	0	-0.3	0	-48	0.9	1	0
